Bioassay records (PubChem BioAssay)
PfM18AAP inh – blocks P. falciparum M18 aspartyl aminopeptidase; recombinant PfM18AAP, H-Glu-NHMec fluorogenic cleavage; inhibition, % at 7.35 µM; hit rate 1.2% among 290,000; AID 1822;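 active = inhibition above the campaign mean inhibition over all tested compounds plus 3 SD, cut at about 28% in these data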;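 note: 0% = plate median of test compound wells and 100% = 2 mM ZnCl2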
VIM-2 inh – blocks Pseudomonas aeruginosa VIM-2 metallo-beta-lactamase. hit rate 0.89% among 290,000. AID 1527. purified VIM-2, nitrocefin hydrolysis, epi-absorbance fluorescence. inhibition, % at 5.6 µM;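 active = inhibition above the mean of all tested compounds plus 3 SD, cutoff set per screening run, cut at about 7.5% in these data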;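 note: red hydrolysis product quenches plate fluorescence so inhibitors raise well fluorescence; 0% = enzyme with DMSO and 100% = DMSO without enzyme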
NALP1 yeast inh – NALP1 inhibition. S. cerevisiae NALP1/ASC/caspase-1 growth, X-gal OD620, 72 h. inhibition, % at 10 µM. hit rate 0.61% among 280,000. AID 2071; in the data active = inhibition mostly above about 24%, no sharp cut-off; inactive = mostly below about 32%; note: some compounds called inactive have numbers as strong as hits
FID counter – counter-screen for HCV NS3 helicase inhibitors: DNA intercalator displacement | AID 1845 | DNA fluorescent intercalator displacement, fluorescence | inhibition, % at 7.9 µM | hit rate 0.17% among 290,000; in the data active = inhibition above about 37%;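 note: 0% = vehicle and 100% = reference compound; higher means more ethidium bromide displaced from hairpin DNA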
IMP-1 inh – blocks Pseudomonas aeruginosa IMP-1 metallo-beta-lactamase | purified IMP-1, nitrocefin hydrolysis, epi-absorbance fluorescence | hit rate 0.45% among 290,000 | inhibition, % at 5.6 µM;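 active = inhibition above the mean plus 3 SD of all compounds in the same screening run, cut at about 4.5% in these data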;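 note: 0% = IMP-1 with DMSO and 100% = DMSO wells lacking enzyme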
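Test system: recombinant IMP-1 enzyme, purified / Medium: HEPES buffer pH 7.1 with ZnSO4 and Brij 35 / Doses: single dose, 5.6 µM / Times: 25 °C, 15 min preincubation, 25 min reaction / Detection: Epi-absorbance via hydrolysed-nitrocefin quenching of white-plate fluorescence, 480/530 nm, EDTA stop / Evaluation: percent inhibition from optical density relative to buffer-blank wells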
UBC9 SUMO inh – inhibitors of human SUMOylation (UBC9) | HTRF SUMOylation assay, SAE1/SAE2 + UBC9, in vitro | inhibition, % at 35 µM | hit rate 0.36% among 290,000; in the data active = inhibition above about 50%, passing the limit was not always enough; note: strong numbers were not always called active
Target sequence (P63279 whole entry, looked up): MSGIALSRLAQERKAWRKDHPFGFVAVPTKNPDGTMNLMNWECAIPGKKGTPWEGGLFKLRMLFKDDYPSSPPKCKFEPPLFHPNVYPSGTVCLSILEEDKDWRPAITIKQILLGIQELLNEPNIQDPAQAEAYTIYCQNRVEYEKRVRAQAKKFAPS
MEKK2mut PB1 HTS – signal of MEK5 binding to mutant human MEKK2 PB1 domain. percent response, % at 10 µM. hit rate 0.35% among 290,000. bead flow cytometry, Alexa488-MEK5 binding to MEKK2 mutant; in the data active = percent response above about 24%, passing the limit was not always enough; note: inactives centre near 1; some results filed as inactive read as strong as hits
HCV NS3 hel inh – blocks Hepatitis C virus NS3 helicase unwinding; NS3 helicase DNA unwinding, Cy5 molecular beacon fluorescence; inhibition, % at 10.9 µM; hit rate 0.56% among 290,000;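 active = inhibition above the mean of all tested compounds plus 3 SD, set per campaign, cut at about 35% in these data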;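 note: 0% = DMSO wells and 100% = thioflavine S control wells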
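test system = hepatitis C virus NS3 helicase domain fragment enzyme | reagent = annealed dual-labelled DNA beacon duplex, ATP-started | times = 1 h at 25 °C | detection = Cy5 fluorescence, 0 and 60 min reads | read-out basis = percent inhibition from t60/t0 fluorescence ratio | control set = DMSO and thioflavine S | replication = one well per compound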
MEKK2 WT-MEK5 – raises or lowers MEK5 binding to wildtype human MEKK2 PB1 domain; hit rate 1.1% among 290,000; Q9Y2U5; AID 1531; binding response (% of control), % at 10 µM; bead flow cytometry, Alexa488-MEK5 binding to MEKK2 WT; actives lie on both sides; in the data active = binding response below about 67% or above about 130%
Active calls of the source: *; . = not tested or not shown.

SMILES	PfM18AAP inh	VIM-2 inh	NALP1 yeast inh	FID counter	IMP-1 inh	UBC9 SUMO inh	MEKK2mut PB1 HTS	HCV NS3 hel inh	MEKK2 WT-MEK5
C[C@H]1CCC(=O)N([C@H](COc2ccccc2)Cc2ccccc2)CC1	4	-1.3	8	-40	-3.1	9	-3	-3	96
COc1ccc(NS(=O)(=O)c2cc(NC(=O)c3ccc(=O)[nH]c3)ccc2N2CCCC2)cc1	-4	-0.7	21	-24	-0.3	11	5	1	108
COc1ccc(-n2c(N)cc(=O)[nH]c2=O)cc1	3	-2.6	.	0	-3.0	-4	4	4	103
O=C(c1ccco1)c1cn(CC(=O)N2CCCCC2)c2ccccc12	-8	1.1	-12	-6	-1.7	20	3	-1	106
COc1cccc(C(=O)NC2CCCc3c2cnn3-c2cc(C)cc(C)c2)c1 (centres undefined)	5	-4.5	-7	-48	-0.7	0	3	0	103
CC(C)(C)c1ccc(C(=O)CSc2ncn[nH]2)cc1	18	-5.7	-4	-8	-1.9	8	-3	1	96
COc1cccc(-c2nc(C(N)=O)c3[nH]c(=O)n(-c4ccccc4)c3n2)c1OC	-12	0.9	.	-21	-2.2	1	-8	-5	97
O=C1CCN(S(=O)(=O)c2ccccc2)CCN1CCOCc1ccc(F)cc1	.	.	3	.	.	-5	4	.	100
O=C(Nc1ccccc1)C1CC2CCC1C2 (centres undefined)	5	0.6	24	-9	1.0	-8	-1	9	100
Cc1ccc(NC(=O)CS(=O)CC(=O)N(CC(=O)NC2CCCC2)c2cc(C)ccc2C)cc1 (centres undefined)	-3	-0.2	10	-15	-5.3	11	2	-1	98
Cc1ccccc1-n1nc(C(=O)O)c(C)c(C#N)c1=O	-16	1.9	-2	0	-1.3	17	7	4	109
CCOc1ccc(C(C(=O)NCC2CCCO2)N(Cc2cccnc2)C(=O)c2snc(C(N)=O)c2N)cc1 (centres undefined)	-11	-0.2	32	-28	0.1	1	-4	2	99
CCOc1cc(N2CCOCC2)c(OCC)cc1NC(=O)C(NC(=O)c1ccco1)C(C)C (centres undefined)	3	0.6	17	-17	-1.7	16	-1	8	105
CN(CCc1cnn(C)c1)C(=O)C1CCC(=O)N(CC2CCCCC2)C1 (centres undefined)	1	-0.8	-2	-12	-1.4	6	3	-4	104
CN(c1ccccc1)S(=O)(=O)c1ccc(C(=O)OCC(=O)NCc2ccco2)cc1	-9	-5.0	-5	-14	-5.1	4	9	7	112
Cc1ccc2nc(C3CCN(CC(=O)N4CCCCCC4)CC3)[nH]c2c1	-12	-1.2	34	11	1.3	0	-3	-6	99
CCCn1nc(C(=O)OCC(=O)c2ccc3c(c2)NC(=O)CO3)c2ccccc2c1=O	0	-3.4	9	-2	-2.5	-23	7	-2	97
Cc1cccc(C(=O)Nc2nccs2)c1[N+](=O)[O-]	-2	-2.7	20	-8	-1.6	-8	-3	-2	96
Cc1ccc2c(Cl)c(C)c(N3CCCC3)nc2n1	-1	1.4	28	-7	-2.2	7	0	3	100
Cc1cccc(Cn2c(-c3ccc[nH]c3=O)nc3ccccc32)c1	-5	-1.6	3	-21	0.4	12	-2	-22	106

Quoted from the listing.
COc1ccc(NS(=O)(=O)c2cc(NC(=O)c3ccc(=O)[nH]c3)ccc2N2CCCC2)cc1 – IMP-1 inh: -0.3
COc1cccc(-c2nc(C(N)=O)c3[nH]c(=O)n(-c4ccccc4)c3n2)c1OC – FID counter: -21

Going on with the list:
SMILES	PfM18AAP inh	VIM-2 inh	NALP1 yeast inh	FID counter	IMP-1 inh	UBC9 SUMO inh	MEKK2mut PB1 HTS	HCV NS3 hel inh	MEKK2 WT-MEK5
CC(NC(=O)C1CC1)c1ccc(-c2ccccc2)cc1 (centres undefined)	-1	-1.2	16	-7	-4.7	11	5	-3	108
NC1=NC(=O)C2(COC(c3ccncc3)OC2)S1 (centres undefined)	-4	3.8	4	6	-0.9	6	-2	6	96
OC1(c2ccccc2F)CCN(Cc2nnc(-c3ccccc3)o2)CC1	8	-1.8	-15	-13	-4.7	29	0	7	100
CCOc1cc(/C=C2/C(=N)N3C(=NC2=O)SN=C3S(=O)(=O)CC)ccc1OC(=O)c1ccco1	5	-1.5	-17	-12	-2.1	8	4	-15	102
N#CCC(=O)Nn1c(=S)[nH]c2ccccc2c1=O	16	-2.6	-13	-3	-3.0	12	-9	5	94
NCC(c1ccc(Cl)cc1Cl)c1c[nH]c2ccccc12 (centres undefined)	-4	0.5	26	12	-1.6	-2	19	-80	141*
COC(=O)CNc1cccc(C(F)(F)F)c1	0	-0.6	-4	8	-3.9	-8	-6	15	100
Cc1nnc(SCC(=O)Nc2nccs2)s1	2	-1.2	-68	1	-3.8	2	5	-2	99
CCN=C1SC(C(N)=O)CC(=O)N1CC (centres undefined)	3	-0.9	18	-3	-3.5	10	3	-1	103
COc1ccc(CCN(C)C2CCCN(S(=O)(=O)c3ccccc3F)C2)cc1OC (centres undefined)	2	-0.9	-11	-3	-3.0	12	10	-18	111

Printed as active in MEKK2 WT-MEK5 (from the list above):
canonical_smiles	PfM18AAP inh	VIM-2 inh	NALP1 yeast inh	IMP-1 inh	UBC9 SUMO inh	MEKK2mut PB1 HTS	HCV NS3 hel inh	MEKK2 WT-MEK5
NCC(c1ccc(Cl)cc1Cl)c1c[nH]c2ccccc12 (centres undefined)	-4	0.5	26	-1.6	-2	19	-80	141*

(list continues)
SMILES	PfM18AAP inh	VIM-2 inh	NALP1 yeast inh	FID counter	IMP-1 inh	UBC9 SUMO inh	MEKK2mut PB1 HTS	HCV NS3 hel inh	MEKK2 WT-MEK5
Cc1cc(C)cc(-n2nnnc2SCC(=O)Nc2nc(-c3ccc(F)cc3)cs2)c1	9	-0.7	5	0	0.1	28	-2	10	98
Cc1nn(-c2ccccn2)c(N)c1N=O	4	-1.8	-38	1	-4.0	5	-8	3	98
CCOC(=O)/C(C#N)=C/c1c(N2CCN(Cc3ccc4c(c3)OCO4)CC2)nc2c(C)cccn2c1=O	2	-2.1	-2	-2	-2.1	-11	-4	1	87
COc1ccc(N(C(=O)c2ccc(Br)o2)C2C=CS(=O)(=O)C2)cc1 (centres undefined)	-11	-0.1	-19	1	2.0	2	2	-2	100
CC(=O)Nc1ccc(S(=O)(=O)Nc2ccc(N3CCOCC3)cc2)cc1	10	-1.6	-7	-3	-3.2	11	15	7	115
COc1ccccc1C(=O)NC(=S)/C=C1/N(C)c2ccccc2C1(C)C	1	-3.0	-7	-15	-2.4	11	-1	-13	94
CCOC(=O)CCN(c1ccccc1)S(=O)(=O)c1ccc(-c2ccc(=O)[nH]n2)s1	4	-1.7	5	-33	-1.3	4	1	2	104
Cc1ccc(NCc2ccccc2O)c(C)c1	-4	3.8	6	-1	-1.8	-8	-1	2	95
O=C1SC(SCc2ccccc2)=N/C1=C\c1ccco1	17	-3.5	18	-7	2.3	23	4	13	98
CCN(CC(=O)NCc1ccc(Cl)cc1)C(=O)c1oc2ccccc2c1C	0	-2.4	14	-33	-5.4	-6	5	2	99
COc1ccc(CCNC(=O)c2cc(S(=O)(=O)N(C)c3ccccc3)ccc2Cl)cc1	2	-2.8	29	-27	-4.6	7	1	2	98
N#CC1=C(SCC(=O)Nc2nccs2)NC(=O)CC1c1ccccc1 (centres undefined)	9	-3.6	-3	-2	-5.5	11	3	2	105
CCN(CC)c1ccc(NC(=O)CSc2nc3ccccc3c(=O)[nH]2)cc1	12	0.0	1	-20	-2.5	29	8	6	110
OCCC1CN(Cc2ccccc2-c2ccco2)CCN1Cc1ccccc1 (centres undefined)	-5	-0.3	4	6	-0.3	3	10	-13	112
Cc1ccc(C)c(NC(=O)c2cc(S(=O)(=O)N3CCCCC3)c[nH]2)c1	-2	-0.3	32	-31	0.3	10	-3	9	97
COc1cc2c(C)nc(C)c(C#N)c2cc1OC	1	-2.1	13	3	-3.6	9	-1	-14	103
CCCCc1ccc(NC(=O)Nc2cc(C)nn2C)cc1	1	-3.1	-2	-19	-1.9	-13	5	-11	107
Cc1nc(-c2cccc(C(F)(F)F)c2)sc1C(=O)O	5	-1.9	-1	-3	-2.0	7	3	8	103
CC(Sc1nnnn1-c1ccccc1)C(=O)Nc1ccc(N2CCN(C)CC2)cc1 (centres undefined)	6	4.3	38	32	-1.7	4	0	-23	102
COc1ccc(C(=O)OCC(=O)Nc2cc(S(=O)(=O)N3CCOCC3)ccc2N2CCCC2)cc1	1	-0.8	-13	-28	-2.4	11	-5	4	96
CCCC(=O)N(Cc1cc(=O)[nH]c2ccccc12)c1ccc(C)cc1	4	-0.2	-6	-35	-2.2	13	6	1	100
Cn1c(N)c(C(=O)CSc2nc3ccccc3c(=O)n2CCCN2CCOCC2)c(=O)n(C)c1=O	-12	0.8	0	-2	-1.7	15	-2	16	96
Cc1cc(C)n2nc(SCC(=O)NC3CCCC(C)C3C)nc2n1 (centres undefined)	-13	-2.6	14	-14	-0.6	.	-11	-10	95
COc1ccc(C(=O)C2CCCN(Cc3cnc(N4CCCC4)s3)C2)cc1OC (centres undefined)	-15	1.4	14	-5	0.8	10	0	21	103
CC(=O)C1=C(O)C(=O)N(c2ccc(S(N)(=O)=O)cc2)C1c1ccccc1F (centres undefined)	-1	-1.2	1	1	-3.2	19	-1	-6	99
CCOc1ccc(NC(=O)COc2ccc(C(=O)NC3CCCc4ccccc43)cc2OC)cc1 (centres undefined)	-5	-1.3	11	-2	-2.9	3	1	-7	103
CCOc1ccc(S(=O)(=O)N2CCN(S(=O)(=O)c3ccc(C)c(C)c3)CC2)cc1	0	-0.3	10	-5	-1.8	12	-2	11	98
O=C(COC(=O)c1ccccc1Nc1ccccc1F)c1ccccc1	0	-2.1	.	-5	-3.1	-5	5	-6	105
CCCCOC(=O)c1ccc(NC(=O)/C=C/c2cccs2)cc1	-1	-1.4	36	-4	-0.6	-10	-4	-7	104
Cc1noc(C)c1C(=O)Nc1nc2ccc(Cl)cc2s1	2	-2.9	8	-15	-3.1	-1	7	-4	109
CCN(CC(=O)Nc1ccc(C(=O)Nc2ccc(OC)cc2)cc1)Cc1nc2ccccc2c(=O)[nH]1	-6	-3.0	16	-9	-2.9	13	0	-14	107
Cc1cc(N2CCN(C)CC2)nc2ccc(NC(=O)CCC(=O)N3CCN(c4ccc([N+](=O)[O-])cc4)CC3)cc12	7	-2.3	3	23	0.1	17	13	-37	120
Cc1oc(-c2ccccc2)nc1CS(=O)CC(=O)NC1CCCCCC1 (centres undefined)	-18	0.5	-8	-42	-1.8	-4	-2	9	96
O=C(C[n+]1ccccc1)Nc1ccc(Oc2ccccc2)cc1	7	2.2	2	37*	0.6	23	-12	-48	94
Cc1c(C(=O)Nc2ccncc2)oc2c1C(=O)CC(C)(C)C2	7	1.6	4	-3	1.5	2	10	6	106
CN(C)CC(CCCCC(CN(C)C)C(=O)c1ccccc1)C(=O)c1ccccc1 (centres undefined)	-2	-2.8	-1	16	-3.6	9	30	-27	134
C/C(CCc1ccc2c(c1)OCO2)=N\NC(=O)c1ccccc1	0	-1.7	6	-5	-2.1	-10	5	2	108
Cc1ccccc1Cn1cnc2c(oc3ccccc32)c1=O	-4	-2.5	8	-15	-1.8	0	-4	5	95
